Assay outcomes deposited in PubChem BioAssay by The Scripps Research Institute Molecular Screening Center.
GBA activity up: glucocerebrosidase activity enhancement; L444P Gaucher fibroblasts, 4-MU-glucoside fluorescence, 3 days; 30,000 tested, 0.44% active; P04062; activation, % at 10 µM; in the data active = activation above about 65%;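 also: 0% = vehicle wells and 100% = positive control wells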
Target sequence (P04062 whole entry L483P): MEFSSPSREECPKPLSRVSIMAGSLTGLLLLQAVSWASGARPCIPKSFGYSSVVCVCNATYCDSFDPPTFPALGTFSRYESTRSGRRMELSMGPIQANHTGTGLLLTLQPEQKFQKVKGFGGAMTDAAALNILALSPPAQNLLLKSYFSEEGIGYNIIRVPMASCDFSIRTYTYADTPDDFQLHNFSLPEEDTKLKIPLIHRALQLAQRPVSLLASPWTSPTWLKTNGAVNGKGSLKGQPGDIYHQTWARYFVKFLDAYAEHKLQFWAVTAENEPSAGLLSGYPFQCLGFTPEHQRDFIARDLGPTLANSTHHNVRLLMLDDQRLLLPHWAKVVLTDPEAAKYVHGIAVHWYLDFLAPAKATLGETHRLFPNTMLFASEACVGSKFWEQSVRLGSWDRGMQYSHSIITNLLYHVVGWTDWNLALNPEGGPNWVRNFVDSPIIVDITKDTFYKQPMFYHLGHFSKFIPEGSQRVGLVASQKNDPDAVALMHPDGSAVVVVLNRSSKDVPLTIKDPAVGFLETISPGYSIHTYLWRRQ
Numbers without * were called inactive.

Structure,GBA activity up
CCCc1ccc(OCCNC(=O)CC)cc1,1
Cc1nnc(SCc2cnc(-c3ccc(C(C)C)cc3)s2)n1C,-14
CC(=O)NCCC(=O)Nc1ccc(C)c(F)c1,2
CN1C(=O)N(c2cccc3ccccc23)C(n2cncn2)C1(C)C (stereo unspecified),-11
N#C/C(C(=O)NCc1ccco1)=C1/SC(Cc2ccc(F)cc2)C(=O)N1c1ccccc1 (stereo unspecified),-34
Cc1cc(NC(=O)c2noc3c2CCc2ccccc2-3)no1,6
CC12CCC(C(=O)NCc3ccc4c(c3)OCO4)(OC1=O)C2(C)C (stereo unspecified),-13
CCn1c(/N=C/c2c[nH]c3ccccc23)nc2ccccc21,-46
O=C(Nc1ccc(Oc2ccccc2)cc1)C1CCCN(c2ncccn2)C1 (stereo unspecified),-25
Cc1c(O)ccc2c3c(c(=O)oc12)CCCC3,23
O=C(COc1ccc(S(=O)(=O)N2CCCC2)cc1Cl)NCc1ccc2c(c1)OCO2,-3
Cc1c(C(=O)NCc2ccoc2)oc2ccc3c(c12)C(=O)CC(C)(C)O3,-30
Cc1ccc(-n2c(=O)cc(N3CCC(C)CC3)[nH]c2=O)cc1,-24
CCOC(=O)C1Cn2c(nc3c(c2=O)C(C)(C)Cc2ccccc2-3)S1 (stereo unspecified),-41
CC(Oc1ccccc1F)C(=O)NCCN1CCCCC1 (stereo unspecified),-3
COc1cc(Br)c(S(=O)(=O)Nc2c(C)n(C)n(-c3ccccc3)c2=O)cc1OC,-13
CCOC(=O)C(CC)n1cnc2c(nnn2-c2ccc(OC)cc2)c1=O (stereo unspecified),-23
CCOC(=O)Cc1nnc(NC(=O)c2ccco2)s1,1
c1ccc(CC2CCN(c3nc4ccccc4n4nnnc34)CC2)cc1,10
CCCC(=O)Nc1cc(-c2nn(C)c(=O)c3ccccc23)ccc1N1CCCCC1,-1
Cc1cc(C)nc(NC2=NCC(=O)N2c2cc(Cl)cc(Cl)c2)n1,31
CCOC(=O)C1=C(C)NC(=O)CC1c1ccccc1 (stereo unspecified),-2
CCCCOc1ncnc2c1[nH]c1ccccc12,-19
CCOc1ccccc1NC(=O)CSc1nnc(-c2ccccc2Cl)n1Cc1ccco1,5
Cc1nn(C)cc1NC(=O)CCSc1nc(-c2ccco2)cc(C(F)(F)F)n1,-47
CCOc1cc(C2Nc3ccccc3C(=O)N2c2ccccc2)ccc1O (stereo unspecified),8
O=C1N2CCCc3cccc(c32)C12Nc1ccccc1S2 (stereo unspecified),-26
O=C(Nc1ccccc1-c1ccccc1)c1ccco1,-6
CCN(CC)c1ccc(NC(=O)COc2ccc(C)cc2)cc1,14
COc1ccc(Nc2nc(-c3sc(N)nc3C)cs2)cc1,46

(list continues)
Structure,GBA activity up
COc1ccccc1Cn1c(-c2ccco2)nc2nc3ccccc3nc21,-17
Cc1ccc(-c2nc3cnccn3c2Nc2ccc3c(c2)OCCO3)o1,-3
C=CCn1c(SCC(=O)c2ccc(CNC(C)=O)o2)nc2scc(C3CC3)c2c1=O,-5
CC(=O)N1CCc2cc(S(=O)(=O)NC(C(=O)NCc3ccccc3)C(C)C)ccc21 (stereo unspecified),1
N#Cc1c(C(F)(F)F)cc(-c2ccccc2)nc1SCc1nc(N)nc(N2CCOCC2)n1,-81
COc1ccc2[nH]c(=O)c(CN(Cc3nnnn3Cc3ccccc3)CC3CCCO3)cc2c1 (stereo unspecified),-8
Cc1nc2ccccc2n1-c1nc(-c2ccco2)cc(C(F)(F)F)n1,-68
CCCCOC(=O)C1=C(C)Nc2ncnn2C1c1cc(OC)c(OC)cc1OC (stereo unspecified),4
COCCNc1nc(=S)[nH]c2cc(OC)c(OC)cc12,27
CN(C)c1ccc(C(c2nnnn2C2CCCCC2)N2CCN(C(=O)c3ccco3)CC2)cc1 (stereo unspecified),-13
O=C(NCC1CCCO1)c1ccc2c(c1)C(=O)N(C1CCCCC1)C2=O (stereo unspecified),-3
COc1ccc2nc(NC(=O)c3ccoc3C)sc2c1,15
O=c1[nH]c2cc3c(cc2cc1C(c1nnnn1Cc1ccccc1)N1CCN2CCCC2C1)OCCO3 (stereo unspecified),20
CCC[C@@H]1C[C@@H](C(=O)N[C@H]([C@@H](C)O)[C@H]2O[C@H](SC)[C@H](O)[C@@H](O)C2O)N(C)C1 (stereo partly specified),-28
Cc1c(NC(=O)c2ccccc2N)cccc1C(=O)O,-42
CCn1nnc(-c2ccccc2NS(=O)(=O)c2ccc(C(=O)OC)cc2)n1,10
O=C(NCc1ccco1)c1cnn2c(C(F)(F)F)cc(-c3cccs3)nc12,-3
CCc1ccc(NC2=NCC(=O)N2c2ccc3c(c2)OCCO3)cc1,-9
CCN(CC)c1nc(Nc2ccccc2)nc(Oc2ccc(=O)n(C)n2)n1,-11
C=C1Cn2c(nnc2-c2ccc(Cl)cc2)S1,-16
Cc1noc(C)c1S(=O)(=O)Nc1ccc(C(=O)N2CCN(c3ccc(Cl)cc3)CC2)cc1,28
Cc1cccc(CS(=O)(=O)Cc2ccc(C(=O)O)o2)c1,-9
CC(Oc1ccccc1)C(=O)NC1CCN(Cc2ccccc2)CC1 (stereo unspecified),0
Cc1ccc(N(C(=O)C2CCC(=O)N2)C2(C(=O)NC3CCCCC3)CCCCC2)cc1 (stereo unspecified),-5
CCOCc1nnc(NS(C)(=O)=O)s1,-11
Clc1ccc(Cn2nnc(-c3ccc(N4CCOCC4)cc3)n2)cc1,21
O=C(c1cnc2sccn2c1=O)N1CCc2ccccc2C1,11
Cc1ccc(S(=O)(=O)N2c3ccccc3NC(=O)C2CC(=O)Nc2ccccc2)cc1 (stereo unspecified),8
COc1ccc(N(CC(=O)NC2CCCC2)C(=O)CCC(=O)Nc2cc(C)on2)c(OC)c1,-45
COC(=O)c1cc(OC)c(OC)cc1NC(=O)CCC1CCCC1,0

Continuation.
Structure,GBA activity up
Cc1ccc(CNC(=O)CCNS(=O)(=O)c2ccc3c(c2)c(=O)n(C)c(=O)n3C)cc1,-18
Cc1cc(C(=O)NC(C)c2ccncc2)no1 (stereo unspecified),-9
Cn1c(SCC(=O)NCc2cccs2)nnc1-c1cccs1,-8
CCCCCn1c(CN(C)Cc2ccccc2)nc2c1c(=O)n(C)c(=O)n2C,31
CCc1ccc2c(COn3nnc4ccc(S(=O)(=O)N(C)C)cc43)cc(=O)oc2c1,-8
CCOC(=O)C1=C(C)Nc2ncnn2C1c1c[nH]c2ccccc12 (stereo unspecified),0
O=C(Nc1ccc(N2CCOCC2)cc1)C1CC1,30
Cc1n[nH]c(C)c1S(=O)(=O)N1CCc2ccccc21,-10
Cn1cnnc1Sc1nc2c(c(=O)n(C)c(=O)n2C)n1C,-13
Cc1oc(-c2nc3ccccc3n2C)cc1C(=O)c1ccccc1,-25
CC1CCCC(C)N1C(=O)CN1CCN(c2nc(-c3ccc(F)cc3)cs2)CC1 (stereo unspecified),-11
CCOc1ccc(-n2c(=O)c3c(C)c(C)sc3n(CC(=O)NCc3ccco3)c2=O)cc1,-33
CSc1nnc(-c2ccncc2)n1CCCN1CCCC1=O,4
Cc1ccc(-c2nnc(SCC(=O)Nc3ccccc3N3CCOCC3)o2)cc1,8
CCOC(=O)c1ccccc1NC(=O)CN(c1ccccc1OCC)S(C)(=O)=O,-19
CCCCCC(C(=O)O)C(C)CC(=O)NC1CCCCC1 (stereo unspecified),2
O=C1CC(c2ccc(F)cc2)Sc2ccccc2N1 (stereo unspecified),-22
COn1c(SCc2cccnc2)nc2ccccc2c1=O,-4
COc1cccc(C2=NOC(C(=O)Nc3ccc(OC)c(OC)c3)C2)c1 (stereo unspecified),-11
COc1ccccc1NS(=O)(=O)c1cc(Cl)ccc1OC,-8
CCn1c(SCC(=O)Nc2cccc(C)n2)nnc1-c1ccco1,29
CC(C)(C)n1nnnc1C(c1ccc2ncccc2c1)N1CCSCC1 (stereo unspecified),-9
COc1ccc(OC)c(C2C(C(=O)c3cc4ccccc4o3)=C(O)C(=O)N2c2cc(C)on2)c1 (stereo unspecified),-16
CCOC(=O)CSc1nnc([C@H](CC(C)C)NC(=O)OC(C)(C)C)o1,-17
COCCCn1c(=S)[nH]c2ccc(N3CCOCC3)cc2c1=O,-15
O=C(NCc1cccs1)C1CC(=O)N(C2CCCC2)C1 (stereo unspecified),-7
O=c1c2[nH]c3cccc(Cl)c3c2ncn1Cc1ccncc1,7
CCN(CC)C(=O)CSc1nsc(SCC(=O)N(CC)CC)c1C#N,1
C=CCc1c(C)nc2c(C(=O)O)cnn2c1C,-10
CCC(=O)NC(C)c1nc2ccccc2n1C (stereo unspecified),-20

(list continues)
Structure,GBA activity up
Cc1cc2oc(=O)cc(COC(=O)c3cccc(N(C)C)c3)c2cc1C,-28
Nc1nncn1C(=O)CCc1ccccc1,12
CCc1ccc(CCC(=O)Nc2ccc(S(N)(=O)=O)cc2)o1,14
O=C(Nn1c(=S)[nH]c2ccccc2c1=O)c1ccncc1,27
Cc1cccc(NC(=O)NCC(c2cccnc2)N2CCOCC2)c1 (stereo unspecified),6
CCOC(=O)C1C(C)=CC(=O)CC1c1ccco1 (stereo unspecified),2
COCCOC(=O)C1=C(C)NC(=O)NC1c1ccc(OC(=O)c2ccco2)c(OC)c1 (stereo unspecified),-10
CC(=O)N1C(C(=O)O)CSC1c1cccc(C)c1 (stereo unspecified),122*
Cc1sc2nc(SCc3nc4ccccc4[nH]3)n(Cc3ccco3)c(=O)c2c1C,-1
CC(C)(C)c1ccc(C(=O)NCc2cccnc2)cc1,-14
COc1cc(OC)cc(C(=O)NCc2n[nH]c(=S)n2-c2ccccc2OC)c1,-31
COC(=O)CCc1nc2ccccc2[nH]c1=O,-18
Cc1cccc(-n2nnc(C(=O)NC3CCCc4ccccc43)c2N)c1 (stereo unspecified),-4
CC(C)c1ccc(OCC(=O)NCc2ccco2)cc1,-5
c1csc(-c2nnc3ccccn23)c1,-44
Cc1c(N=Cc2ccc(-c3ccc(Cl)cc3)o2)c(=O)n(-c2ccccc2)n1C,-4
CCOC(=O)C1C2C=CC3(CN(C4CCCC4)C(=O)C13)O2 (stereo unspecified),15
O=C(CCCN1C(=O)c2ccccc2C1=O)Nc1sc2c(c1C(=O)NCc1ccco1)CCC2,-25
COc1cccc(OC)c1C(=O)N1CCN(S(=O)(=O)c2ccccc2)CC1,6
Cc1cc(N2CC34C=CC(O3)C(C(=O)O)C4C2=O)no1 (stereo unspecified),-48
Cc1nc2ccc(NC(=O)N3CCC(c4ccccc4)C3)cc2nc1C (stereo unspecified),5
CN(C)c1ccnc2sc3c(=O)n(Cc4ccccc4)cnc3c12,-1
CC(=O)Nc1ccc(C(=O)CSc2nnc(Cn3nnc4ccccc43)n2C)cc1,-29
CCOC(=O)c1sc(NC(=O)CSc2n[nH]c(-c3ccccc3)n2)c(C#N)c1C,-5
CCC(C)(C)n1nnnc1C(c1ccccn1)N1CCOCC1 (stereo unspecified),-9
Cc1ccc(CNC(=O)CN2C(=O)COc3ccc(C)cc32)cc1,-13
Cc1cc2c(=O)n(CC(=O)N3CCN(c4ccc(F)cc4)CC3)cnc2s1,2
Cc1ccc(S(=O)(=O)NC2CCCC(C(=O)O)C2)cc1 (stereo unspecified),-6
O=C(CSc1nc(NS(=O)(=O)c2ccccc2)cc(=O)[nH]1)Nc1ccc(F)cc1,-4
Cn1c(NCc2cccs2)nc2ccccc21,7

Some of these compounds in order of length of the SMILES, lowest first.
Structure,GBA activity up
Nc1nncn1C(=O)CCc1ccccc1,12
COC(=O)CCc1nc2ccccc2[nH]c1=O,-18
CC(C)c1ccc(OCC(=O)NCc2ccco2)cc1,-5
CC(=O)N1C(C(=O)O)CSC1c1cccc(C)c1 (stereo unspecified),122*
CC(C)(C)c1ccc(C(=O)NCc2cccnc2)cc1,-14
CCC(C)(C)n1nnnc1C(c1ccccn1)N1CCOCC1 (stereo unspecified),-9
O=C(Nn1c(=S)[nH]c2ccccc2c1=O)c1ccncc1,27
Cc1cccc(NC(=O)NCC(c2cccnc2)N2CCOCC2)c1 (stereo unspecified),6
CN(C)c1ccnc2sc3c(=O)n(Cc4ccccc4)cnc3c12,-1
CCOC(=O)C1C2C=CC3(CN(C4CCCC4)C(=O)C13)O2 (stereo unspecified),15
Cc1nc2ccc(NC(=O)N3CCC(c4ccccc4)C3)cc2nc1C (stereo unspecified),5
Cc1cccc(-n2nnc(C(=O)NC3CCCc4ccccc43)c2N)c1 (stereo unspecified),-4
COc1cccc(OC)c1C(=O)N1CCN(S(=O)(=O)c2ccccc2)CC1,6
COc1cc(OC)cc(C(=O)NCc2n[nH]c(=S)n2-c2ccccc2OC)c1,-31
Cc1sc2nc(SCc3nc4ccccc4[nH]3)n(Cc3ccco3)c(=O)c2c1C,-1
Cc1c(N=Cc2ccc(-c3ccc(Cl)cc3)o2)c(=O)n(-c2ccccc2)n1C,-4
CCOC(=O)c1sc(NC(=O)CSc2n[nH]c(-c3ccccc3)n2)c(C#N)c1C,-5
O=C(CCCN1C(=O)c2ccccc2C1=O)Nc1sc2c(c1C(=O)NCc1ccco1)CCC2,-25

Next results:
Structure,GBA activity up
COc1ccc(/C(O)=C2/C(=O)C(=O)N(Cc3cccnc3)C2c2ccncc2)cc1F (stereo unspecified),1
O=c1[nH]cnc2sc3c(c12)CCCC3,20
COc1cccc(C2CC(c3ccccc3)Nc3ncnn32)c1 (stereo unspecified),-2
CCCCn1c(SCC(=O)NCc2ccccc2)nc2ccc(N3CCOCC3)cc2c1=O,1
Cc1ccccc1CS(=O)(=O)CCC(=O)NCc1ccccn1,-27
COC(=O)CSc1nnc(CNC(=O)c2cc(OC)c(OC)c(OC)c2)n1C,-22

The list is partial. The share of hits here may be higher or lower than overall.
